BoNT A protease: BoNT/A light chain protease inhibitors, primary screen, biochemical, flow cytometry, MLPCN library; multiplex microsphere protease substrate cleavage; inhibition, % at 10 µM; 360,000 tested, 0.17% active; AID 588499, 2011; further: plate controls were buffer without enzyme for full effect and enzyme alone for no effect
3CLpro inhibitor: SARS-CoV 3CLpro protease inhibitors, primary screen, biochemical, quenched FRET. Replicase polyprotein 1ab (Severe acute respiratory syndrome coronavirus), P0C6X7. recombinant SARS-CoV 3CLpro, quenched FRET peptide cleavage. inhibition, % at 6 µM. 290,000 tested, 0.14% active; in the data active means inhibition above about 12%
PriA SSB inh: inhibitors of Klebsiella pneumoniae PriA binding to SSB C-terminal tail, primary screen, biochemical, AlphaScreen; AlphaScreen SSBct-PriA binding, biotinylated peptide; inhibition, % at 33 µM; 430,000 tested, 0.6% active; in the data active means inhibition mostly above about 37%, no sharp cut-off; inactive means mostly below about 20%;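 further: plate controls were negative control peptide for no effect and reference peptide for full effect; strong numbers were not always called active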
CCHF vOTU inh: CCHFV vOTU protease inhibitors, primary screen, biochemical, Pep-AMC substrate, fluorescence | Crimean-Congo hemorrhagic fever virus L polyprotein viral ovarian tumor (vOTU) protease … | inhibition, % at 11.5 µM | 370,000 tested, 0.55% active | AID 651958, 2012; in the data active means inhibition above about 30%; further: 0% = vehicle wells with enzyme and 100% = no enzyme wells
Yp Topo-I inh: Yersinia pestis topoisomerase I inhibitors, primary screen, biochemical, cleavage product accumulation, plate reader, single point | DNA topoisomerase I (Yersinia pestis CO92) | Y. pestis Topo-I cleavage product accumulation | activity, % at 10 µM | 360,000 tested, 0.064% active; in the data active means activity above about 50%, passing the limit was not always enough; further: inactives centre near 2
Anthrax LF prot: Bacillus anthracis LF protease inhibitors, primary screen, biochemical, multiplex microsphere, MLPCN library; Lethal factor (Bacillus anthracis), P15917; multiplex microsphere protease cleavage assay; inhibition, % at 10 µM; 360,000 tested, 0.12% active; further: plate controls were buffer without enzyme for full effect and enzyme alone for no effect
Target sequence (P15917 whole entry, looked up): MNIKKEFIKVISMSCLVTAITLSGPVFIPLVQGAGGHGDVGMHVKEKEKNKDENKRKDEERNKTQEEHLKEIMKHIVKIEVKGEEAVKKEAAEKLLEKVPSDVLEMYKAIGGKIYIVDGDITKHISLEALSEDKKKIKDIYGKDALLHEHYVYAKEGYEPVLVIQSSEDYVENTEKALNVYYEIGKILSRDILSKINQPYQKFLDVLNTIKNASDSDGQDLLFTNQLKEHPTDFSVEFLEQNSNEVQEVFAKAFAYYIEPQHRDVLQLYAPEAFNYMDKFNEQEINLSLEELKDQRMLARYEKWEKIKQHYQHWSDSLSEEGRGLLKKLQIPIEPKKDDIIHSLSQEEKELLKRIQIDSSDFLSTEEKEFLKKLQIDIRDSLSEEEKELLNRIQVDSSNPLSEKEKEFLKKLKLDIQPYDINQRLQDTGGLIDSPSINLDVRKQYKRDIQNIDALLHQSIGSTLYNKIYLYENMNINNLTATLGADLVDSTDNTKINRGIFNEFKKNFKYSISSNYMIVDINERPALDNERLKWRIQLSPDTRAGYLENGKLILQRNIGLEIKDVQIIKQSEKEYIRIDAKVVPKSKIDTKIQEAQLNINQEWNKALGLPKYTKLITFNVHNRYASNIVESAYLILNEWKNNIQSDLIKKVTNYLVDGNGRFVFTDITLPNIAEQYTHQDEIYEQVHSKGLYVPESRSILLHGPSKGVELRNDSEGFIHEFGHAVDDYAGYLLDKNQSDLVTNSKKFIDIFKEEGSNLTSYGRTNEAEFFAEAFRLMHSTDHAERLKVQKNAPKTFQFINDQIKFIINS
PfHsp40 yeast: rescue of yeast from PfHsp40 toxicity, primary screen, S. cerevisiae, ATP luminescence; S. cerevisiae expressing PfHsp40, growth rescue; growth rescue, % at 12.5 µM; 340,000 tested, 0.68% active; in the data active means growth rescue above about 28%, passing the limit was not always enough;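 further: yeast W303a lacking pdr1 and pdr3 grown in galactose medium; growth measured after three days at 30 °C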
VHR inh abs: VHR1 phosphatase inhibitors, primary screen, biochemical, absorbance, uHTS | Dual specificity protein phosphatase 3 (Homo sapiens), P51452 | recombinant VHR phosphatase, pNPP absorbance | inhibition, % at 13.3 µM | 290,000 tested, 0.52% active; in the data active means inhibition above about 50%; further: some compounds called inactive have numbers as strong as hits
Target sequence (P51452 whole entry, looked up): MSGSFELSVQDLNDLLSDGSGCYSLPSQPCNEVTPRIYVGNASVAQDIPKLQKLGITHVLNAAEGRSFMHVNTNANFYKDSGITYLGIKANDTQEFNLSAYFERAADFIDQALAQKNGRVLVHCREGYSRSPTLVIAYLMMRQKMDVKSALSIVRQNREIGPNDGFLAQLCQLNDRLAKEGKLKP
TcdB GH inh: TcdB glycohydrolase inhibitors, primary screen, biochemical, single point, plate reader; Toxin B (Clostridioides difficile), P18177; TcdB glycohydrolase enzymatic assay; inhibition, % at 9.99 µM; 350,000 tested, 0.24% active; AID 652162, 2013; in the data active means inhibition above about 10%
BH1578 lux ind: inducers of Vibrio cholerae quorum light production without autoinducers, primary screen, BH1578 luxS cqsA deficient, single point | V. cholerae BH1578 lux reporter, luminescence, 6 h | 350,000 tested, 0.16% active | AID 588436, 2011 | activation, % at 18.7 µM; in the data active means activation mostly above about 9.7%, no sharp cut-off; further: not every result past the cut was called active; inactives centre near 0; reference of the scale not given here
Numbers without * were called inactive; i = inactive; . = no result given; & = joins results of further samples. Unless noted, no stated cut-off is given here; in the data, active means inhibition above about 30%; inconclusive means no clear call, values can overlap the other calls; inactive means below that. The list is partial, so the mix of outcomes need not match the whole.

Values run as follows: BH1578 lux ind	TcdB GH inh	BoNT A protease	VHR inh abs	Anthrax LF prot	3CLpro inhibitor	PfHsp40 yeast	CCHF vOTU inh	Yp Topo-I inh	PriA SSB inh
O=C1C2=C(c3ccccc31)[N+](=O)[C@@H]1CCCC[C@@H]1N2[O-]
  -10	0.6	0.4	27	-3	-5	1.2	74*	0	15
CC(C)CN1CC(C(=O)O)CC1=O (stereo unspecified)
  i	0.7	-0.6	25	-7	4	2.2	-13	8	-10
COC(=O)/C=C1/S/C(=N/NC(=O)c2ccccc2C)NC1=O
  -0.3	.	-0.7	16	-15	-1	0.0	17	-9	.
COc1ccc(CCN2C(=O)CC(Nc3ccc(N4CCOCC4)cc3)C2=O)cc1OC (stereo unspecified)
  -0.5	.	0.4	-10	-2	3	-2.1	8	-1	34
Cc1ccc(NC(=O)CCc2ccc(C)o2)c(Br)c1
  -1.6	0.3	3.4	4	-12	5	-0.2	-4	5	-3&-11
CC(C)(C)Nc1nc(Nc2ccc([N+](=O)[O-])cc2)nc(NC(C)(C)C)n1
  1.7	1.5	-0.3	4	6	-1	0.3	-8	0	5
CCC(CC)C(=O)Nc1cccc(C(=O)NCCc2ccccc2)c1
  -0.3	-1.7	-1.3	20	-2	0	1.2	1	6	-3
CCOC(=O)CCC(=O)Nc1ncnc2c1C(c1ccccc1)c1c(ccc3ccccc13)O2 (stereo unspecified)
  i	1.7	0.6	.	-9	.	2.9	4	-6	6
Cc1cc([N+](=O)[O-])c(Cl)cc1NC(=O)C(C)C
  -0.1	.	0.8	0	-4	-2	-0.6	-4	0	-4
Cc1ccnc(NS(=O)(=O)c2ccc(NC(=O)c3cncc(Br)c3)cc2)n1
  -0.3	.	-1.7	1	-2	-3	0.0	-15	-4	6
O=C(Nc1ccc(Br)cc1)C1CCCC1
  i	2.4	6.5	15	-16	1	1.7	-7	-5	-6
O=C(Nc1ccc(Cl)c(Cl)c1)N1CCCCCC1
  i	1.3	2.8	14	12	-1	-0.3	14	2	-6
Cc1cccc(NC(=O)CSc2ccc(-c3cccs3)nn2)c1C
  -0.2	.	6.0	16	-2	0	-0.8	-5	5	-13
CN1CCc2c(sc3nc(SCC(N)=O)n(-c4ccccc4)c(=O)c23)C1
  i	.	0.9	10	-8	-4	0.3	-12	-5	-3
COc1ccccc1NC(=O)Cc1noc(CSc2cc(C)c3ccccc3n2)n1
  i	.	1.2	20	-9	0	-0.3	7	29	-10
COc1cc(/C=C2/SC(=S)N(Cc3ccccc3)C2=O)cc(OC)c1O
  i	-0.7	40*	-20	12	7	-0.7	12	-3	-12
COc1cc(CCC(=O)OCC(=O)N(CCC#N)c2ccccc2)cc(OC)c1OC
  0.6	0.7	1.6	-3	0	3	0.6	2	-1	-9
Cc1ccnc(N=O)c1
  i	0.3	0.1	.	-7	.	0.3	-4	-6	0
Cc1nc2cc(C(=O)OCC(=O)NC3CCS(=O)(=O)C3)ccc2n1-c1ccccc1 (stereo unspecified)
  12	.	0.0	4	-9	2	-2.3	-2	1	-14
CC1(C)C(=Cc2ccccc2)C(=O)c2ccccc21
  1.4	1.7	-0.8	.	-1	.	.	11	3	.
Fc1cccc(NC(=S)NC2CCCCCCC2)c1
  i	1.6	3.3	-8	-10	5	3.0	-1	5	-34
O=C(Cn1ccc(NC(=O)OCc2ccccc2)nc1=O)NCCCN1CCCC1=O
  i	0.9	0.1	.	-6	.	1.2	3	-5	-2
O=C(O)C1CSC(c2ccco2)N1 (stereo unspecified)
  4.2	4.6	-1.2	-1	0	5	0.8	-12	-11	-4
Cc1cccc(NC(=O)CCN2CCN(C)CC2)c1
  i	-0.7	5.4	4	-3	2	-0.7	-12	1	-12
CSc1ncccc1C(=O)NCC12CC3CC(CC(C3)C1)C2
  -1.4	0.6	-1.0	19	3	4	1.2	-7	10	0
CC1(C)CC(=O)C2=C(C1)N(c1ncn[nH]1)C(N)=C(C#N)C2c1ccccc1 (stereo unspecified)
  0.0	1.5	-0.5	13	0	-1	-1.1	-6	-3	-3
O=C(O)c1ccc(Oc2ccc(C(F)(F)F)cn2)cc1
  0.0	-0.9	-0.8	22	0	3	-2.1	5	-9	-10
C=CCSc1nc(N)c2c3c(sc2n1)CN(C)CC3
  -0.6	0.2	7.2	-1	-11	-2	-1.1	-11	-8	2
CN(C)c1cccc(CNC(=O)c2ccc3nc([C@H]4C[C@H](O)[C@@H](CO)O4)[nH]c3c2)c1
  i	-3.9	0.5	.	0	.	.	17	0	.
O=C(NCC(=O)N1CCN(c2ccccc2)CC1)c1ccc(Cl)cc1
  -0.9	0.8	0.1	9	3	-3	-0.7	5	0	1
COc1ccc(C)cc1S(=O)(=O)N(CC(=O)O)c1ccc(F)cc1
  i	.	-0.3	0	-1	-2	0.4	9	-5	-10
COC(=O)c1ccc(S(=O)(=O)N(C2CCCCC2)C2CCCCC2)n1C
  -0.6	0.3	-0.3	32	-11	4	-0.2	-12	6	-19
COC(=O)c1nn(-c2ccccc2)c(Cl)c1/C=N/O
  -0.2	2.4	-0.5	22	-6	5	-0.8	-12	-4	.
CCc1nccn1S(=O)(=O)c1ccc(OC)c(C)c1C
  i	.	0.4	16	-1	1	0.1	-4	3	-12
CCOC(=O)C1CCC(C(=O)OCC)N1c1ccc(C=O)cc1 (stereo unspecified)
  -0.7	-2.0	-0.8	.	-12	.	.	14	6	.
CCCCSc1cc(=O)[nH]c(N)n1
  -0.4	1.3	1.0	19	-2	2	2.7	5	18	-3
O=C(CNC(=S)N(Cc1ccccc1F)C1CCCCC1)NC1CC1
  -0.5	.	0.5	8	0	-4	0.2	-15	-4	9
COC(=O)c1ccc2nc(Nc3nc4c(F)cc(F)cc4s3)sc2c1
  -0.3	0.1	0.2	5	0	0	-1.0	-1	4	-16&-1&-4
CCOC(=O)c1ccc(NC(=O)CSc2ccc(-c3ccccn3)nn2)cc1
  -0.3	0.6	-2.6	7	-3	-1	1.7	11	14	10
CCOc1ccc(NC(=O)CN(C)C(=O)c2cccc(S(=O)(=O)N3CCCC3)c2)cc1OCC
  i	0.0	0.2	.	-2	.	1.0	1	-4	1
Cc1[nH]c2ccccc2c1C(Nc1nccs1)c1ccncc1 (stereo unspecified)
  -5.1	.	0.9	33	2	-4	-1.1	2	4	1
O=S(=O)(Nc1cc(C(F)(F)F)ccc1N1CCOCC1)c1ccccc1
  -0.7	-0.6	.	27	.	2	-0.8	0	5	4
CN(C(=O)c1ccc([N+](=O)[O-])cc1)c1ccccc1C(=O)NCc1ccccc1
  -0.4	0.0	0.7	4	-3	4	-0.3	-1	0	7
CC(=O)Nc1ccc(N2CCCC2)cc1
  25	.	-1.1	0	-32	-6	-0.7	24	-15	3
Cc1c(NC(=O)CN2c3ccccc3CC2C)c(=O)n(-c2ccccc2)n1C (stereo unspecified)
  -0.3	-2.5	-0.7	15	1	4	0.1	-4	-7	-6
COc1cc(OC)c(NC(=O)/C=C/C(=O)O)cc1Cl
  i	0.3	0.4	2	4	6	-0.4	-5	-6	1
C/C(Cn1cnc([N+](=O)[O-])n1)=N\NC(=O)c1ccncc1
  -0.7	.	0.1	36	1	6	0.6	-12	0	.
N/C(=N\OCc1ccc([N+](=O)[O-])cc1)c1ccncc1
  0.0	3.2	-1.2	17	4	2	-1.0	3	6	.
O=C1CCC(=O)N1CCSC(=S)N1CCSCC1
  -0.4	1.5	0.7	9	-6	-6	-1.0	-12	-4	-7
Cc1ccc(/C=N/NC(=O)CSc2ccccn2)o1
  0.6	2.0	0.8	-3	-1	-2	1.7	-9	-4	i
COc1ccc(C(=O)NCCn2ccc3ccccc32)cc1
  -0.4	.	53*	-9	36*	-3	0.7	-1	1	-12
Cc1ccc(NC(=O)c2ccc(NC(=O)c3ccccc3)cc2)cc1C
  -1.6	-0.5	-0.7	-7	0	2	0.3	-5	-12	-5
CCOC(=O)N1CCN(S(=O)(=O)c2ccc(C(=O)N(CCCN(C)C)c3nc4cc(OC)ccc4s3)cc2)CC1
  -0.1	2.2	-2.6	.	-2	.	-0.2	2	4	8
C=CCSc1nnc(NC(=O)CSc2ccccn2)s1
  .	.	.	-13	.	3	.	3	.	-13
COc1cccc(C(=O)Nc2nc(-c3ccc(S(=O)(=O)N4CCOCC4)cc3)cs2)c1
  i	.	-0.1	33	-2	-6	0.6	-4	15	-6
c1ccc(-c2cc(-c3ccccc3)ncn2)cc1
  i	2.1	0.1	.	-10	.	-0.1	-1	7	-34

Ordered by molecular weight (low to high): part of the list above
Values run as follows: BH1578 lux ind	TcdB GH inh	BoNT A protease	VHR inh abs	Anthrax LF prot	3CLpro inhibitor	PfHsp40 yeast	CCHF vOTU inh	Yp Topo-I inh	PriA SSB inh
CC(=O)Nc1ccc(N2CCCC2)cc1
  25	.	-1.1	0	-32	-6	-0.7	24	-15	3
c1ccc(-c2cc(-c3ccccc3)ncn2)cc1
  i	2.1	0.1	.	-10	.	-0.1	-1	7	-34
N/C(=N\OCc1ccc([N+](=O)[O-])cc1)c1ccncc1
  0.0	3.2	-1.2	17	4	2	-1.0	3	6	.
COC(=O)c1nn(-c2ccccc2)c(Cl)c1/C=N/O
  -0.2	2.4	-0.5	22	-6	5	-0.8	-12	-4	.
CCc1nccn1S(=O)(=O)c1ccc(OC)c(C)c1C
  i	.	0.4	16	-1	1	0.1	-4	3	-12
O=C1CCC(=O)N1CCSC(=S)N1CCSCC1
  -0.4	1.5	0.7	9	-6	-6	-1.0	-12	-4	-7
Cc1[nH]c2ccccc2c1C(Nc1nccs1)c1ccncc1 (stereo unspecified)
  -5.1	.	0.9	33	2	-4	-1.1	2	4	1
C=CCSc1nnc(NC(=O)CSc2ccccn2)s1
  .	.	.	-13	.	3	.	3	.	-13
O=C(CNC(=S)N(Cc1ccccc1F)C1CCCCC1)NC1CC1
  -0.5	.	0.5	8	0	-4	0.2	-15	-4	9
Cc1c(NC(=O)CN2c3ccccc3CC2C)c(=O)n(-c2ccccc2)n1C (stereo unspecified)
  -0.3	-2.5	-0.7	15	1	4	0.1	-4	-7	-6
O=S(=O)(Nc1cc(C(F)(F)F)ccc1N1CCOCC1)c1ccccc1
  -0.7	-0.6	.	27	.	2	-0.8	0	5	4
CN(C(=O)c1ccc([N+](=O)[O-])cc1)c1ccccc1C(=O)NCc1ccccc1
  -0.4	0.0	0.7	4	-3	4	-0.3	-1	0	7
CCOC(=O)c1ccc(NC(=O)CSc2ccc(-c3ccccn3)nn2)cc1
  -0.3	0.6	-2.6	7	-3	-1	1.7	11	14	10

High-throughput results (PubChem BioAssay)
